SR-BI uptake up: activators of SR-BI mediated HDL lipid uptake. CHO ldlA[mSR-BI] cells, DiI-HDL uptake fluorescence, 3 h; 100 = double the neutral-control signal. activation, % at 12.5 µM. hit rate 0.096% among 320,000;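 active = mean replicate activation of at least 60% and every replicate at or above 60%; inconclusive = mean or all-replicate condition met, but not both; inactive = mean below 60% and not all replicates reaching 60%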;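 note: 0% = median plate neutral-control signal and 100% = twice that signal; values of inactives mirror those of a sister screen read the other way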
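System: CHO ldlA[mSR-BI] cells / Medium: HEPES-buffered (25 mM, pH 7.4) F12 plus 0.5% BSA / Probe or stimulus: labelled HDL, 10 µg/mL / Doses: single compound concentration, delivered by pin transfer / Schedule: 3 h, 37 °C / Measured by: DiI fluorescence, bottom read / Measure: cell-associated DiI fluorescence as measure of HDL uptake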
MITF act: activators of MITF-driven TRPM1 promoter activity in SK-MEL-5 cells. SK-MEL-5 TRPM1-promoter luciferase, 24 h; % of positive control, neutral wells = 0. activation, % at 12.5 µM. hit rate 0.75% among 300,000. AID 588334;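 active = mean activation of at least 80% with every replicate also reaching 80%; inconclusive = mean reaches 80% but some replicate falls short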;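 note: 0% = neutral control wells and 100% = parthenolide positive control wells; values of inactives mirror those of a sister screen read the other way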
CDK5 inh: CDK5/p35 (human) kinase inhibition | Q00535+Q15078 | Recombinant CDK5/p35, ADP-Glo luminescence, 60 min | inhibition, % at 10 µM | hit rate 0.01% among 330,000;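 active = highest replicate inhibition of at least 50% and at least 75% of replicates reaching 50%; inconclusive = only one of the two criteria met; inactive = both criteria failed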;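 note: plate controls were DMSO neutral control for no effect and GW8510 at 10 µM for full effect; many of its hits are not listed in these tables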
Target sequence (Q00535 whole entry, looked up): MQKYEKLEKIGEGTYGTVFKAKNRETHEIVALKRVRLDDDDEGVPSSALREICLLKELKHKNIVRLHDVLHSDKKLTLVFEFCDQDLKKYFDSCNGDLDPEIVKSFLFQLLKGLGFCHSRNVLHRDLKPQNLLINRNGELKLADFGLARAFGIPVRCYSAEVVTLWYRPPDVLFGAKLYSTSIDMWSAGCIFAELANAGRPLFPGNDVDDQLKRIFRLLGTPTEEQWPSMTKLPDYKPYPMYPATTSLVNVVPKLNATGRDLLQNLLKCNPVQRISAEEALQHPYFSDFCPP
Target sequence (Q15078 whole entry, looked up): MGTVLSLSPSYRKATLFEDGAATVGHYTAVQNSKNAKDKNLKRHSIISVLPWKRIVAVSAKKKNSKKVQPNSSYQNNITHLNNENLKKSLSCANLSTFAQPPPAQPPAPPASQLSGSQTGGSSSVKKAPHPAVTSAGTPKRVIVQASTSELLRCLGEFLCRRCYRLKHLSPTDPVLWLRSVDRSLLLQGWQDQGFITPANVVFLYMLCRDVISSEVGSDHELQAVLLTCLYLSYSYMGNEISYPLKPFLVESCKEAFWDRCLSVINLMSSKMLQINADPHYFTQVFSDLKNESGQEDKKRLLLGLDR
dFosB activator: enhances mouse delta FosB homodimer DNA binding. P13346. purified delta FosB, TAMRA-CDK5 oligo fluorescence polarization; percent of positive-control signal above neutral wells. activation, % at 25 µM. hit rate 0.99% among 340,000. AID 493131;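 active = mean activation above about 17%, with every replicate also reaching it, limit read from the data, passing the limit was not always enough; inconclusive = only one of the two conditions met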;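 note: fluorescence polarization rise as delta FosB binds a TAMRA Cdk5 AP-1 oligo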
Target sequence (P13346 whole entry, looked up): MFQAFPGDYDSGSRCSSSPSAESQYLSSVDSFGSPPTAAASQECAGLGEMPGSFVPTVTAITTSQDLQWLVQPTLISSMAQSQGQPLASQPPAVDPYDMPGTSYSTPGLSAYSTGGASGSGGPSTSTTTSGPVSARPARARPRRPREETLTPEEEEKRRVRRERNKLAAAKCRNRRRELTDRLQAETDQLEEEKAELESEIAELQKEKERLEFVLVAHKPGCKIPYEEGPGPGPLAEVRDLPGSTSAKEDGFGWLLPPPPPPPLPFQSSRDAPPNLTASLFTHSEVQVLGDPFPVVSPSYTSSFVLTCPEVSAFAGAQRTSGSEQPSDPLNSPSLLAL
Rtt109 Vps75: inhibitors of Candida albicans Rtt109/Vps75 histone acetyltransferase; Q5AAJ8; purified Rtt109/Vps75, ThioGlo CoA-SH fluorescence, 4 h; inhibition, % at 34.9 µM; hit rate 0.16% among 330,000; AID 540336;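 active = inhibition of at least 50% in every replicate; inconclusive = best replicate reaches 50% inhibition but some replicates fall short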
cardiac RTF act: increases calcium sensitivity of human cardiac regulated thin filaments. P19429+P45379. IANBD-labeled TnC RTF fluorescence at EC20 calcium; 0% EC20 calcium, 100% full calcium. activation, % at 7.2 µM. hit rate 0.24% among 340,000. AID 493008;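 active = activation above the mean over all tested compounds plus 3 SD, cut at about 30% in these data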;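 note: rise in fluorescence read as greater calcium sensitivity of cardiac thin filaments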
PvdQ acylase: blocks Pseudomonas aeruginosa PvdQ acylase activity. inhibition, % at 10 µM. purified PvdQ acylase, fluorescence plate reader. hit rate 0.063% among 340,000; in the data active = inhibition above about 30%, passing the limit was not always enough; inconclusive = no clear call, values can overlap the other calls;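 note: 0% = vehicle neutral wells and 100% = reference inhibitor wells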
Wnt bcat act: activates Wnt/beta-catenin signaling in a reporter cell assay. hit rate 1.2% among 300,000. activator, plate reader. AID 743398. activation, % at 9.35 µM; in the data active = activation above about 30%, passing the limit was not always enough; inconclusive = no clear call, values can overlap the other calls;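 note: 0% = neutral control wells and 100% = positive control wells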
HTR5A ag: activates human HTR5A in OPRM1-OPRD1 agonist counter-screen; activation, % at 9.3 µM; AID 504692; hit rate 0.61% among 340,000; HTR5A agonist assay, luminescence, cell-based; in the data active = activation mostly above about 9.5%, no sharp cut-off; inactive = mostly below about 7.6%;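 note: 0% = cells with vehicle only and 100% = reference agonist; strong numbers were not always called active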
SR-BI HDL uptake: inhibitors of mouse SR-BI mediated HDL lipid uptake; ldlA[mSR-BI] CHO cells, DiI-HDL uptake fluorescence, 3 h; inhibition, % at 12.5 µM; hit rate 0.96% among 320,000; AID 488896;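 active = mean replicate inhibition of at least 70% and a set share of replicates each scoring 70 or more; inconclusive = meets just one of the two criteria; inactive = fails both criteria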;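 note: 0% = median of neutral control wells and 100% = median of positive control wells; values of inactives mirror those of a sister screen read the other way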
Starred values were filed as active, the others as inactive; ? = inconclusive; . = no result given. Outcome played no part in choosing rows; about 4.4% have a hit in one of these screens.

SMILES	SR-BI uptake up	MITF act	CDK5 inh	dFosB activator	Rtt109 Vps75	cardiac RTF act	PvdQ acylase	Wnt bcat act	HTR5A ag	SR-BI HDL uptake
COc1ccc(CNC(=O)CN(Cc2ccc(C)cc2)C(=O)c2csnn2)cc1	14	-7	-4.2	-5	-15	-3	-11	1	2	-14
COc1ccc(C2N=C(N)N=C(N)N2c2ccc(C)cc2)cc1 (configuration not stated)	20	9	-0.9	-3	20	-2	-5	.	0	-20
Cc1ccc(C(=O)OCC(=O)Nc2cc(F)ccc2F)cc1NC(=O)c1ccco1	-3	.	-1.0	32*	7	3	-15	.	1	3
COc1ccccc1CCn1c(N)cc(=O)[nH]c1=O	33	.	1.1	-1	9	-1	15	1	-6	-33
CCOc1ccc(NS(=O)(=O)c2ccc(-c3coc(C)n3)cc2)cc1	18	16	.	-1	1	0	-14	1	1	-18
CCN(CC)S(=O)(=O)c1ccc(N/N=C/c2ccc(O)cc2)nc1	-28	6	2.3	-17	-2	7	-21	-1	0	28
Cn1c(=O)n(C)c(=O)n(CC(=O)N2CCCCC2)c1=O	-10	.	-4.0	-1	-6	6	-10	0	0	10
O=C(COc1ccc2ccccc2c1)Nc1nccs1	-1	36	2.0	-8	0	-2	2	-1	-2	1
NC(=O)C1CCN(c2nc(-c3cccs3)cs2)CC1	-24	?	2.5	-5	2	0	20	.	2	24
CCOc1ccccc1N1C(=O)c2cccnc2C1=O	20	4	0.4	-8	0	6	-13	0	2	-20
O=C(CCS(=O)(=O)c1ccccc1)Nc1ccccn1	.	-4	-0.6	-3	1	-8	-19	2	9	.
C=CCSc1nc(C)c2cc(C)cc(C)c2n1	-6	-3	0.8	-5	6	-4	-11	-1	0	6
Cc1cccc(N2CC(C(=O)Nc3nnc(SCCN4CCOCC4)s3)CC2=O)c1 (configuration not stated)	-1	-12	0.1	-21	8	-1	-16	-4	2	1
COc1ccc(CNC(=O)CCCC2=NS(=O)(=O)c3ccccc3N2)cc1	-17	-2	-0.6	-7	9	4	10	3	4	17
O=C(N[C@@H](Cc1ccccc1)C(=O)N1CCN(S(=O)(=O)c2ccccc2F)CC1)c1ccco1	8	-21	-0.4	-8	3	-4	0	6	0	-8
c1ccc(-n2ncc(-c3nn[nH]n3)n2)cc1	10	-4	-3.3	-8	3	17	-13	.	1	-10
Cc1c(C(=O)N/N=C/c2cccnc2)sc(=S)n1C	1	7	0.6	10	0	-6	1	.	2	-1
CCCCn1c(N)c(N(CCC(C)C)C(=O)c2cc(Cl)nc3ccccc23)c(=O)[nH]c1=O	17	4	-0.8	-7	4	2	11	-4	4	-17
CCC1(C)OC(=O)N(CCCn2ccnc2C)C1(C)O (configuration not stated)	13	.	-0.6	4	-5	5	4	-7	3	-13
Cc1ccc(-c2cc(C(F)F)nc(NCC3CCCO3)n2)cc1 (configuration not stated)	223*	.	-0.7	-15	-29	3	-6	.	-1	-224
Cc1ccc(C(=O)N/C(=C/c2cccs2)C(=O)NCc2ccco2)cc1	-9	-6	0.4	-3	-16	0	-8	-1	4	9
COc1ccc(-c2oc3ccc(-c4ccc(OC)nc4)cc3c2-c2ccc(OC)cc2)cc1	-46	-9	-0.3	-4	2	-1	-25	-7	3	46
O=C(NCc1ccccc1)c1ccc2c(c1)C(=O)N(Cc1cccnc1)C2=O	12	12	-1.2	-2	6	-5	-13	-1	2	-12
CCN(C(=O)c1ccc(S(=O)(=O)N2CCCCC2)cc1)C1CCS(=O)(=O)C1 (configuration not stated)	-2	-1	-0.1	0	7	-2	-2	1	7	2
CCOC(=O)C1=C(C)Nc2nnnn2C1c1cccc(OC)c1OC (configuration not stated)	22	.	-3.1	0	-10	0	-10	.	-1	-22
COc1ccc(CCN2C(=O)CC(C(N)=O)SC2=Nc2ccc(F)cc2)cc1OC (configuration not stated)	-6	-6	-2.7	-2	-8	6	-17	11	-3	6
COc1ccccc1N1CCN(C(=O)CNC(=O)Cn2cnc3sc(C)c(C)c3c2=O)CC1	.	-5	0.6	-2	3	-4	6	-1	3	43
NS(=O)(=O)c1ccc(NC(=O)CN2CCCN(S(=O)(=O)c3ccc(F)cc3)CC2)cc1	13	4	2.0	-8	-2	5	-19	-7	4	-13
O=C(COc1ccc(Cl)cc1Cl)Nc1ccc(C(=O)Nc2ccccc2C(=O)O)cc1	-7	16	0.0	-27	17	-4	10	2	-1	7
COC(=O)c1sccc1NC(=O)Nc1cccc([N+](=O)[O-])c1	-60	-3	-0.4	-3	-8	1	-20	-2	-1	60
Cc1ccc2cc(CN(CCc3ccccc3)C(=S)NCCCN(C)C)c(=O)[nH]c2c1	-3	.	1.3	-13	-4	1	-9	-2	3	3
Fc1ccc(CN2C3=NCCN3c3ccccc32)cc1	11	7	0.5	10	0	0	-6	-1	1	-11
N#Cc1ccccc1NC(=O)C1CC(=O)N(c2ccc3c4c(cccc24)CC3)C1 (configuration not stated)	3	-1	1.0	-4	-7	0	-18	-6	-5	-3
OCCN1CCN(CC/C=C2/c3ccccc3Sc3ccc(C(F)(F)F)cc32)CC1	-8	21	0.7	?	6	1	-1	-2	11	8
CCc1ccc(NC(=O)c2cc(-c3cccs3)on2)cc1	.	94*	0.4	-3	-5	-2	-3	-2	1	.
O=C(NCc1ccco1)c1sc2cc(F)ccc2c1Cl	-11	72	-1.2	-9	10	-3	6	17	0	11
CCCc1nc(SCC(=O)N2CCOCC2)c2c(C)c(C)sc2n1	.	8	1.3	-11	10	-4	1	-3	3	.
CCOC(=O)c1nn(-c2ccc([N+](=O)[O-])cc2)cc1O	-14	42	1.1	-6	-4	1	3	17	-3	14
COc1ccc(N(C)S(=O)(=O)c2cccc(C(=O)OC(C(=O)Nc3cc(C)cc(C)c3)c3ccccc3)c2)cc1 (configuration not stated)	1	5	-0.2	-11	11	10	8	-3	-1	-1
Cc1ccc(Cl)c(OCC(=O)Nc2sc(C)c(C)c2C#N)c1	5	32	-3.4	7	-6	4	-4	-2	5	-5
O=C(CNS(=O)(=O)c1ccccc1)Nc1ccc2c(c1)OCO2	7	17	2.1	2	-1	5	0	-1	-2	-7
COC(=O)[C@@H](NC(=O)N1CCC(Cc2ccccc2)CC1)C(C)C	-4	1	-0.8	3	2	-3	9	0	-2	4
CC(=O)c1cccc(NC(=O)c2ccoc2C)c1	-5	7	-0.2	-5	-8	4	4	-2	0	5
O=C(NCC(=O)N(c1ccccc1F)C(C(=O)NC1CCCC1)c1ccco1)c1ccco1 (configuration not stated)	4	8	0.1	1	13	8	-1	-1	-12	-4
C=CCNC(=S)NC(CC(=O)OC)c1ccc2c(c1)OCO2 (configuration not stated)	10	9	2.6	-1	-10	0	-7	-1	1	-10
CCOc1ccc(CCNC(=O)C2CC(=O)N(c3ccccc3OCC)C2)cc1OCC (configuration not stated)	-79	1	-0.2	2	4	2	-9	-4	2	79*
O=C(CCc1nnc(-c2ccccc2)o1)NC1CCCCC1	.	?	-0.3	-13	-9	-2	-6	8	-5	.
Cc1ccc(N(CC(=O)NCc2ccccn2)S(=O)(=O)c2ccccc2)cc1Cl	7	6	0.1	0	0	0	-5	-1	4	-7

A second format for part of the listing above.
molecule,SR-BI uptake up,MITF act,CDK5 inh,dFosB activator,Rtt109 Vps75,cardiac RTF act,PvdQ acylase,Wnt bcat act,HTR5A ag,SR-BI HDL uptake
Cc1ccc(Cl)c(OCC(=O)Nc2sc(C)c(C)c2C#N)c1,5,32,-3.4,7,-6,4,-4,-2,5,-5
O=C(CNS(=O)(=O)c1ccccc1)Nc1ccc2c(c1)OCO2,7,17,2.1,2,-1,5,0,-1,-2,-7

Later entries
SMILES	SR-BI uptake up	MITF act	CDK5 inh	dFosB activator	Rtt109 Vps75	cardiac RTF act	PvdQ acylase	Wnt bcat act	HTR5A ag	SR-BI HDL uptake
Cc1ccc2cc(CN(Cc3cccs3)Cc3nnnn3CC3CCCO3)c(=O)[nH]c2c1 (configuration not stated)	-6	-9	-0.8	-10	31	2	-18	-4	-7	6
Cn1ccnc1SCC(=O)c1c(N)n(C)c(=O)n(C)c1=O	16	9	1.0	-5	-2	3	-8	-4	1	-16
Cc1ccc(OCc2nc(C#N)c(N3CCN(Cc4ccccc4)CC3)o2)cc1	7	-6	-0.6	-4	-4	-5	-10	0	3	-7
Cc1cc(C)cc(C(=O)NC(CC(N)=O)c2ccc(NC3CCCCCCCCCCC3)c([N+](=O)[O-])c2)c1 (configuration not stated)	1	18	-1.2	6	-1	-2	-2	-3	1	-1
CCCNC(=O)c1ccccc1NC(=O)c1ccccc1N(C)S(C)(=O)=O	-14	-8	0.9	-2	-10	0	-10	-2	3	14
CCn1ncc(/C=C2/SC(=S)NC2=O)c1C	-1	6	-0.3	4	17	0	-3	.	-5	1
Cc1ccc(-c2ccc(C3C(C#N)=C(N)Oc4n[nH]c(C)c43)o2)cc1 (configuration not stated)	17	.	0.8	-9	13	1	-2	-18	-3	-17
CCCCNC(=O)c1cc(C)nn1-c1ccccc1	.	-12	0.3	-1	6	-2	8	6	2	.
CCOc1cccc(C(=O)Nc2cccc(C(=O)NCC(C)C)c2)c1	-53	3	-0.2	-4	-5	-1	-7	-2	1	53
O=C(NCCN1CCOCC1)N1CCOCC1	3	.	0.8	2	5	-2	1	.	2	-3
Cn1c(=O)n(C)c2cc(NC(=O)CSc3nc4ccccc4c(=O)[nH]3)ccc21	.	10	-0.6	-3	-4	1	-7	7	0	.
Cc1ccccc1CNC(=O)C1CCN(c2nnc(N3CCCC3=O)s2)CC1	34	.	2.0	0	2	0	2	1	0	-34
Fc1ccccc1/C=N/n1cnnc1	21	.	-1.0	-6	-2	-2	-2	.	-2	-21
O=C(NC1CCCc2ccccc21)c1cccc(F)c1 (configuration not stated)	4	.	-2.3	4	-10	-5	-11	-5	2	-4
Cc1noc(C)c1N=Nc1ccc(Br)cc1C(=O)O	15	-5	0.3	3	9	0	0	-1	6	-15
O=C(c1ccc(-n2cnnn2)cc1)N1CCOCC1	-8	10	3.1	4	0	-3	7	.	10	8
CC(=O)NC(Cc1ccccc1C)C(=O)NC1CCN(c2nnnn2-c2ccccc2)CC1 (configuration not stated)	-4	-16	-2.7	-3	-4	4	-15	1	3	4
C/C(=N/NC(=O)CC(=O)N/N=C(\C)c1ccc([N+](=O)[O-])cc1)c1ccc([N+](=O)[O-])cc1	8	-4	-2.1	8	1	2	-12	-1	15	-8
O=C(CCCc1nc2ccccc2s1)NC(c1ccccc1)c1ccccc1	-45	2	0.9	2	-7	-4	-4	0	2	45
CC(=O)c1nc(N2C(=O)CC(Cc3ccc(C)cc3)C2=O)sc1C (configuration not stated)	6	11	-0.2	-10	1	8	-2	1	4	-6

Bioassay records (PubChem)
